hcGAS inh: blocks human cGAS activity. 0.081% of 290,000 active. recombinant h-cGAS, ATP depletion, Kinase-Glo luminescence. inhibition, % at 12.5 µM;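 further: 0% = vehicle reaction and 100% = reaction without DNA for no activity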
Target sequence (Q8N884 whole entry, looked up): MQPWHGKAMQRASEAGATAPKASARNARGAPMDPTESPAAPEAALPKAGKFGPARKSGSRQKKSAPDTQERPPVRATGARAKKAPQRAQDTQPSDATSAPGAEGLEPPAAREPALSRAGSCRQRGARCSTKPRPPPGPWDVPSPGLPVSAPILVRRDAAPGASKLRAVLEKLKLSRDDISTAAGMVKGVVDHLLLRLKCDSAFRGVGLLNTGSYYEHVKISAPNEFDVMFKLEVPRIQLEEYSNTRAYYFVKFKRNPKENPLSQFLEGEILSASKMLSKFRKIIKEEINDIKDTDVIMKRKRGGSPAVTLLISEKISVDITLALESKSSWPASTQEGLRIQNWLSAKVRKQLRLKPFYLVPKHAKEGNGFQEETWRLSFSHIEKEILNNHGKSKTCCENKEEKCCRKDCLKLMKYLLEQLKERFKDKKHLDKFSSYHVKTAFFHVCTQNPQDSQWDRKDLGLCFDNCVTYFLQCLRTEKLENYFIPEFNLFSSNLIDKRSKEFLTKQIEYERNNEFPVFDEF
mcGAS inh: blocks mouse cGAS activity. 0.15% of 160,000 active. inhibition, % at 12.5 µM. recombinant cGAS, Kinase-Glo ATP depletion luminescence;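 further: 0% = negative control wells and 100% = reference inhibitor with no enzyme activity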
NPYLR7 ag: activates Aedes aegypti NPYLR7 receptor; activation, % at 10 µM; AID 1259423; 0.15% of 270,000 active; HEK293T NPYLR7/Galpha15, GCaMP6s calcium fluorescence; in the data active means activation above about 40%;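 further: 0% = vehicle and 100% = reference agonist at the receptor; some compounds past the cut are filed as inactive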
An asterisk follows results filed as active; nt = not tested or not shown; & = joins results of further samples. Unless noted, no stated cut-off is given here; in the data, active means inhibition above about 40%; inactive means the rest.

SMILES | hcGAS inh | mcGAS inh | NPYLR7 ag
CCc1nc2n(n1)C(=O)C(C(c1ccccc1)N1CCc3ccccc3C1)S2 (configuration not stated) | -1 | -3 | -3
COc1ccccc1OCCn1c(C2CCCO2)nc2ccccc21 (configuration not stated) | -3 | nt | 12
COc1cccc(CNC(=O)N2CCN(c3ncccc3C(=O)NCc3cccs3)CC2)c1 | -7 | -7 | -2
O=C(NCc1ccc2c(c1)OCO2)c1csc(COc2cccc(F)c2)n1 | -5 | -7 | -4
CCN(CCn1cccn1)C(=O)c1cc(COc2ccc(F)cc2Cl)on1 | -3 | nt | 5
Cc1ccc(S(=O)(=O)n2cc(C(C#N)N3CCOCC3)c3ccccc32)cc1 (configuration not stated) | -8 | nt | -2
Cc1cccc(NS(=O)(=O)c2c(C)nn(C)c2Cl)c1C(=O)O | -8 | nt | 0
CC(C)Cc1cnc2c(c1SCC(=O)Nc1cccc(C(F)(F)F)c1)c(=O)n(C)c(=O)n2C | -6 | -8 | 1
COC(=O)C(c1ccc(Br)cc1)N(C)C(=O)C1CCC1 (configuration not stated) | -8 | nt | 1
Cc1ccc(S(=O)(=O)N2CCC3(CCC(=O)N(C(C)C)C3)CC2)s1 | -8 | -7 | nt
CCc1ccccc1NC(=O)CSc1ncc(S(=O)(=O)c2ccc(C)c(Cl)c2)c(=O)[nH]1 | -1 | 3 | 1
FC(F)(F)c1nc(-c2cc(NCc3ccncc3)nc3[nH]ccc23)n[nH]1 | -4 | -6 | 13
Cc1oc(C)c(C(=O)NCc2ccnc(N(C)C)c2)c1C | 1 | -2 | -2
COc1ccccc1-c1noc(CSc2nnc(-c3ccc4c(c3)OCO4)o2)n1 | -4 | nt | 6
CCOC(=O)C(c1ccc(OC)c(OC)c1)C1C=CC(NC(=O)c2ccc3c(c2)OCO3)C1 (configuration not stated) | -1 | -4 | 26
Cc1cccc(-n2c(-c3ccc(Cl)cc3)cc(C(=O)NCCCN3CCOCC3)c2C)c1 | -12 | -4 | -8
Cc1ccnc(NC(=O)Cn2nc([N+](=O)[O-])cc2C)c1 | -5 | -8 | -4
O=Cc1csc(COc2ccccc2)n1 | -8 | 7 | 5
O=C(c1ccccc1)N(Cc1ccc(OS(=O)(=O)c2cccc(C(F)(F)F)c2)cc1)Cc1ccco1 | -15 | -4 | -2
COc1ccc(C(N)=S)cc1OC | -7 | nt | -1
Cc1cccc2c1NC1(CCN(Cc3ccc([N+](=O)[O-])cc3)CC1)NC2=O | -7 | -5 | 1
CC(C)(C)c1cc2nc(-c3ccccc3F)cc(C(=O)NCCc3ccccn3)n2n1 | 0 | -4 | 4
CC(C)Cc1nc(N2CCN(C(=O)CCl)CC2)c2c(-c3cccc(C(F)(F)F)c3)noc2n1 | 4 | 4 | -7
COc1ccc(CNC23CC4CC(CC(C4)C2)C3)c(OC)c1C | -6 | nt | 2
COc1cc(Br)c(CSc2n[nH]c(=O)n2C2CC2)cc1OC | -3 | nt | -11

Molecules above that have a carbonyl joined to an NH by a bond outside any ring, in the order listed:
SMILES | hcGAS inh | mcGAS inh | NPYLR7 ag
COc1cccc(CNC(=O)N2CCN(c3ncccc3C(=O)NCc3cccs3)CC2)c1 | -7 | -7 | -2
O=C(NCc1ccc2c(c1)OCO2)c1csc(COc2cccc(F)c2)n1 | -5 | -7 | -4
CC(C)Cc1cnc2c(c1SCC(=O)Nc1cccc(C(F)(F)F)c1)c(=O)n(C)c(=O)n2C | -6 | -8 | 1
CCc1ccccc1NC(=O)CSc1ncc(S(=O)(=O)c2ccc(C)c(Cl)c2)c(=O)[nH]1 | -1 | 3 | 1
Cc1oc(C)c(C(=O)NCc2ccnc(N(C)C)c2)c1C | 1 | -2 | -2
CCOC(=O)C(c1ccc(OC)c(OC)c1)C1C=CC(NC(=O)c2ccc3c(c2)OCO3)C1 (configuration not stated) | -1 | -4 | 26
Cc1cccc(-n2c(-c3ccc(Cl)cc3)cc(C(=O)NCCCN3CCOCC3)c2C)c1 | -12 | -4 | -8
Cc1ccnc(NC(=O)Cn2nc([N+](=O)[O-])cc2C)c1 | -5 | -8 | -4
CC(C)(C)c1cc2nc(-c3ccccc3F)cc(C(=O)NCCc3ccccn3)n2n1 | 0 | -4 | 4

More compounds.
SMILES | hcGAS inh | mcGAS inh | NPYLR7 ag
O=C(Cc1ccccc1)Nc1ccnn1C1CCN(Cc2ccon2)CC1 | -4 | -2 | -5
Cc1ccccc1Cn1c(CCNC(=O)C(C)C)nc2ccccc21 | -1 | nt | -11
COc1ccccc1CNC(=O)CN(C)Cc1ncc(C)[nH]1 | -8 | nt | 2
CC(C)(C)c1cnc(CS(=O)(=O)c2ccc3ccccc3n2)o1 | -7 | nt | 6
CC(NC(=O)c1c[nH]cc1-c1ccc(Cl)s1)c1ccc(S(C)(=O)=O)cc1 (configuration not stated) | -10 | nt | -3
O=C(NCCSc1ccccc1)c1ccc(-n2cncn2)cc1 | -4 | nt | -2
Cc1nn(C)c(C)c1CCC(=O)N(C)Cc1nc2ccc(Cl)cc2[nH]1 | 2 | 1 | -6
Cc1cc2nc(-c3ccccc3)c(N3CCCN(C(=O)c4ccc(C(F)(F)F)cc4F)CC3)nc2cc1C | -2 | -4 | 5
COc1ccccc1C(C)NC(=O)Cn1nc(C)cc1C (configuration not stated) | -17 | nt | 8
CCc1nnc(NC(=O)CCc2c(C)nc3cc(C)nn3c2C)s1 | -7 | nt | 1
CCc1[nH]nc(C(=O)N2CCCC(Nc3ccc(C(C)C)cc3)C2)c1C (configuration not stated) | -7 | nt | 3
CC(C)C(NC(=O)C1CCCCC1)C(=O)N1CCN(c2ccccc2)CC1 (configuration not stated) | -6 | nt | 8
CN(C)C(=S)Nc1ccc(Cl)cc1Cl | -6 | nt | -5
CCCOC(=O)C1=C(C)NC2=C(C(=O)CC(c3ccccc3)C2)C1c1ccc(C)cc1 (configuration not stated) | -7 | -9 | 1
CN(C)c1c2c(c(C#N)c3nc4ccccc4n13)CCC2 | -8 | -2 | 2
CCCCCn1c(=O)c2c(nc3n2CCN3c2ccc(Br)cc2)n(C)c1=O | -10 | nt | 4
CCCCNC(=O)c1ccc2nc(CC)c(N(CC)CCN(C)C)n2c1 | -9 | -4 | -6
COC(=O)C1CCN(C(c2ccc(Cl)cc2)C2Sc3nc(C)nn3C2=O)CC1 (configuration not stated) | 1 | nt | 3
CC(=O)Nc1nc2ccc([N+](=O)[O-])cc2s1 | -3 | -3 | 22
CCN(CC)c1onc(-c2ccccc2)c1CN(C(=O)c1cccc(C(F)(F)F)c1)C1CC1 | -7 | -4 | 2
CC(C)c1ccc(C=NCCCO)cc1 | -16 | nt | 1
CCCCCc1ccc(C(=O)N(CC(=O)Nc2cc(-c3ccccc3)nn2-c2ccccc2Cl)C(C)C)cc1 | -8 | -6 | nt
Cc1noc2nc(-c3ccco3)cc(C(=O)Nc3ccc(NC(=O)c4ccco4)cc3)c12 | -3 | nt | 10
CC1=C(c2ccccc2)CS1(=O)=O | -4 | nt | -10
Cc1nc(CCNC(=O)C2CCC(=O)N(Cc3ccc(Cl)cc3)C2)sc1C (configuration not stated) | 1 | nt | 1

Seven entries out of the list, sorted by SMILES length, falling.
SMILES | hcGAS inh | mcGAS inh | NPYLR7 ag
Cc1noc2nc(-c3ccco3)cc(C(=O)Nc3ccc(NC(=O)c4ccco4)cc3)c12 | -3 | nt | 10
CC(NC(=O)c1c[nH]cc1-c1ccc(Cl)s1)c1ccc(S(C)(=O)=O)cc1 (configuration not stated) | -10 | nt | -3
CCc1nc2n(n1)C(=O)C(C(c1ccccc1)N1CCc3ccccc3C1)S2 (configuration not stated) | -1 | -3 | -3
Cc1cccc(NS(=O)(=O)c2c(C)nn(C)c2Cl)c1C(=O)O | -8 | nt | 0
CC(C)(C)c1cnc(CS(=O)(=O)c2ccc3ccccc3n2)o1 | -7 | nt | 6
CCc1nnc(NC(=O)CCc2c(C)nc3cc(C)nn3c2C)s1 | -7 | nt | 1
COc1ccccc1OCCn1c(C2CCCO2)nc2ccccc21 (configuration not stated) | -3 | nt | 12

Going on with the list.
SMILES | hcGAS inh | mcGAS inh | NPYLR7 ag
Clc1ccc(Cn2ncc3c(N4CCCC4)ncnc32)cc1 | -6 | -2 | -2
O=C(COc1ccc(Cl)cc1)N1CCCC(OCc2ccc(OC(F)(F)F)cc2)C1 (configuration not stated) | -7 | -4 | 17
CNC(=O)CSc1nc(N)c(NC(=O)c2ccccc2)c(=O)[nH]1 | -4 | -8 | -1
COCCN(Cc1c(-c2ccccc2)noc1N1CCCCC1)CC(O)COc1ccccc1C (configuration not stated) | -7 | -8 | nt
CC/C=C(/C)C(=O)NC(C)C(=O)NC1CCCC1 (configuration not stated) | -5 | nt | -1
C=C1c2ccccc2NC(=O)N1Cc1ccc(NC(=O)C2CC2)cc1 | -7 | -10 | 5
CCN(CC)S(=O)(=O)c1cc(C(=O)Nc2cccc(O)c2)ccc1Cl | -4 | -7 | 4
COc1ccc(S(=O)(=O)N2CCN(c3ccc(C)c(Cl)c3)CC2)cc1 | -8 | nt | -1
COc1ccc(N2CCN(C(=O)c3cc(-c4ccccc4)n(-c4ccc(OC)cc4OC)c3C)CC2)cc1 | -8 | -4 | -1
O=C(c1ccc([N+](=O)[O-])o1)N1CCC(c2cn(Cc3ccc(C(F)(F)F)cc3)c3ccccc23)CC1 | -3 | -6 | 23
Cc1ccc(SCCN(C)C(=O)CC2CCOCC2)cc1 | -7 | -9 | nt
CCO[C@H]1COC[C@@H]1NC1CCC2(CCNCC2)CC1 | -3 | nt | 3
Cc1cc(C(=O)N2CCC(NC(=O)c3ccccc3)CC2)c(C)n1C(C)C | 4 | -4 | 10
CCOC(=O)NN=Cc1c(F)c(F)c(F)c(F)c1F | -5 | -5 | -3
CCOCCCC(=O)N(C)C1CCN(c2ccc(Cl)cc2)CC1 | -11 | nt | 11
CN1CCCC(NC(=O)CCCc2ccc3c(c2)-c2ccccc2C3)C1 (configuration not stated) | 4 | nt | -3
CNC(=O)c1cccc(Oc2nc(C3CC3)nc3sc4c(c23)CCCC4)c1 | -9 | nt | -3
Cc1ccc2nc(C)cc(C(=O)NCc3cccnc3N3CCOCC3)c2c1 | 3 | nt | 1
Cc1ccc(S(=O)(=O)NCCOc2ccc(-c3ccc(F)cc3)nn2)cc1C | -5 | -8 | -9
COC(=O)Nc1ccc(SC(F)(F)C(F)(F)C(F)(F)F)cc1 | -8 | -6 | 1
O=C(CSc1nnc(NC2CC2)s1)N1CCCC1 | -3 | nt | 2
CS(=O)(=O)Nc1ccc(F)cc1C(=O)Nc1cccc(C2SCCS2)c1 | 2 | nt | 2
O=CN1N=C(c2ccccc2)CC1c1ccccc1[N+](=O)[O-] (configuration not stated) | 4 | 3 | -6
Cc1ccc(C(F)(F)C(F)(F)c2ccccc2C#N)cc1 | -6 | nt | 5
Cc1cc2oc(NC(=O)c3ccc(=O)n(C)c3)nc2c(C)c1Cl | -9&-10 | -17 | 8&-1

(next part)
SMILES | hcGAS inh | mcGAS inh | NPYLR7 ag
Cc1ccc(S(=O)(=O)N(Cc2nccn2Cc2ccc(Cl)c(Cl)c2)CC2CCCO2)cc1 (configuration not stated) | 1 | -3 | 5
COc1ccc(C)c2sc(N(CCCN3CCOCC3)C(=O)c3ccnn3C)nc12 | -11 | -8 | nt
CCc1cc(C(=O)N/N=C\c2ccccc2O)c2ccccc2n1 | 3 | -4 | -4
COC(=O)[C@H]1C[C@@H](O)CCN1S(=O)(=O)N(C)C | -4 | -1 | 3
COc1cccc(NS(=O)(=O)c2cn(C)c(=O)n(C)c2=O)c1 | -2 | -2 | 1
CCC(CC)n1c(=O)n(CC(=O)N(C)C)c2cc(C(=O)O)cnc21 | -3 | nt | 0
CNC(=O)[C@@]1(OCc2cccc(Cl)c2)CC(OCc2cccc(OC(F)(F)F)c2)[C@@H]2OC(C)(C)O[C@@H]2C1 (some centres not stated) | -12 | -5 | 6
NC(=O)CCNC(=O)Nc1cc(Cl)cc(Cl)c1 | -4 | -15 | 8
Cc1nnc(-c2cc(C3CC3)n(-c3cccc(C(=O)NC4CC(C)CC(C)(C)C4)c3)n2)o1 (configuration not stated) | 4 | 0 | nt
CCOC(=O)c1ccc2c(c1)sc(=NC(=O)C1=COCCO1)n2C | 1 | 0 | -9
CC1(C(=O)NCc2cccnc2Oc2cccc(C(F)(F)F)c2)CCCO1 (configuration not stated) | -4 | -17 | 0
O=C(c1cc(-c2cccs2)nn1-c1ccccc1Cl)N1CCN(c2ccc([N+](=O)[O-])cc2)CC1 | 3 | -1 | 4
O=C(CCC1CCCCC1)NCCn1ncc2c(N3CCCCC3)ncnc21 | -14 | -11 | 1
O=C(NCc1noc(C2CCCC2)n1)c1cc(C2CC2)[nH]n1 | -6 | nt | 18
Clc1ccc(-c2nc(Cl)nc3ccccc23)cc1 | 1 | -6 | -1
Cn1c(=O)c2c(nc(CN3CCOCC3)n2Cc2c(Cl)cccc2Cl)n(C)c1=O | -7 | -9 | 6
Cc1cccc2sc(N(CCCn3ccnc3)C(=O)c3cccs3)nc12 | -5 | -6 | -13
CCOc1c(Cl)cc(C(=O)NC2=NCCS2)cc1OC | -7 | nt | 0
